D2 potentiator – positively modulates the human D2 dopamine receptor allosterically; P14416; HEK293 T-REx D2, calcium flux, EC20 dopamine potentiation; potentiation, % at 10 µM; 0.34% of 340,000 active; AID 485347;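 active = potentiation over 3 SD above the plate norm, cut at about 30% in these data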; also: 0% is about no effect
Target sequence (P14416 whole entry, looked up): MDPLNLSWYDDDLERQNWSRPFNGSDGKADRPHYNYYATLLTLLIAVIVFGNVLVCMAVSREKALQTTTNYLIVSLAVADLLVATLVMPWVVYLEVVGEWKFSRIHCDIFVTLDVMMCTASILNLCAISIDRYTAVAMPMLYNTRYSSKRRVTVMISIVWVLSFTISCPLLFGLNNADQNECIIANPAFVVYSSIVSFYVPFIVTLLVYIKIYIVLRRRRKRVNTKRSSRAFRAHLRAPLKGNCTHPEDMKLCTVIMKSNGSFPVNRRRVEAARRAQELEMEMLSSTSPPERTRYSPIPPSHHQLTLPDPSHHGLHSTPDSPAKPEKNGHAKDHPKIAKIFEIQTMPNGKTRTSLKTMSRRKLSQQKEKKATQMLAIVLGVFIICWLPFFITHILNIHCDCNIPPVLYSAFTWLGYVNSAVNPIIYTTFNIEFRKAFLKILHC
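Cells plated with tetracycline inducer and held overnight at 30 C; calcium dye loaded 30–90 min at room temperature; baseline taken, compound added and read 180 s; EC20 dopamine then added and read 180 s.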
D1 antag – blocks dopamine activation of the human D1 receptor; P21728; HEK293 TREx D1 cells, calcium flux, dopamine EC80; stronger effect = lower value; activity change, negative = inhibition, % at 10 µM; 3.2% of 360,000 active; AID 504652; in the data active = activity change below about -30%; also: % is scaled to controls: 0 for no effect and ±100 for the full control effect
Target sequence (P21728 whole entry, looked up): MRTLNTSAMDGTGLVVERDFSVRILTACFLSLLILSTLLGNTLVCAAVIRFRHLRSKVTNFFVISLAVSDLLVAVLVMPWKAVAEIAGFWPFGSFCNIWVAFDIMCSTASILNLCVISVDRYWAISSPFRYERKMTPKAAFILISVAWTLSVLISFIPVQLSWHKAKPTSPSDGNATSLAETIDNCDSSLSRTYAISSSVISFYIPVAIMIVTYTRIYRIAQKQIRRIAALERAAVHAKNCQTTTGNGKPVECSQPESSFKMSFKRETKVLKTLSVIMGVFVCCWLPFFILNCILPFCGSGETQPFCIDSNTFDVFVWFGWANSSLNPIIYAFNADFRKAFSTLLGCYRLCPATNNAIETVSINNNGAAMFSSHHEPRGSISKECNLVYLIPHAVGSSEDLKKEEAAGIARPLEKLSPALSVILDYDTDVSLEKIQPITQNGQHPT
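HEK293 T-REx cells expressing inducible, force-coupled D1 receptor; no-wash Ca dye, 30–90 min RT. Cmpd → 180 s read at 1 Hz → EC80 DA → 180 s read.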
D2 agonist – activates the human D2 dopamine receptor | AID 485358 | 0.53% of 340,000 active | HEK293 T-REx D2 cells, calcium flux agonist mode | P14416 | activation, % at 2 µM;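 active = activation over 3 SD above normal in the single-dose calcium agonist read, cut at about 30% in these data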; also: 0% is about no effect
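HEK293 Trex D2 cells, tetracycline-induced, o/n 30 C 5% CO2; no-wash Ca dye, RT 30–90 min; 10-cycle baseline, 23 nl cpd added, kinetic Ca read 180 s; agonist hits = positive Ca response.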
RXFP1 antag – RXFP1 (human) relaxin receptor antagonism | HEK293-RXFP1, relaxin-stimulated cAMP HTRF, 30 min; stronger effect = lower value | 0.59% of 350,000 active | activity change, negative = inhibition, % at 57.5 µM | AID 1259400 | Q9HBX9;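 active = activity change of -60% or lower, but not beyond a set lower limit; inconclusive = change between -60% and -40%, or beyond the set limit; inactive = change above -40%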; also: % is scaled to controls: 0 for no effect and ±100 for the full control effect
D1 ag – agonists of human D1 dopamine receptor; HEK293 T-REx D1 cells, calcium flux, agonist mode; activation, % at 2 µM; 1% of 360,000 active; also: 0% is about no effect
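Tetracycline-induced HEK293 TREx D1 cells, force-coupled to calcium signalling, were dye-loaded with a no-wash calcium kit. Compound was pin-added after a 10 s baseline. Fluorescence was read kinetically at 1 cycle/s for 180 s, with calcium rises flagged as agonism.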
D1 potentiator – enhances dopamine response at the human D1 receptor; potentiation, % at 10 µM; P21728; 0.036% of 360,000 active; HEK293 TREx D1 cells, calcium flux, dopamine EC20 potentiation; in the data active = potentiation above about 30%; also: 0% is about no effect
TRHR enhancer – allosterically enhances the human TRH receptor. P34981. TRHR cells, fluo-8 calcium fluorescence, EC20 TRH enhancement. enhancement, % at 2 µM. 0.66% of 360,000 active; in the data active = enhancement above about 30%; also: 0% is about no effect
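Enhancer read-out: after compound pinning and an initial kinetic agonist-mode read, an EC20 of TRH (10 nM final) was injected and fluo-8 calcium signal (Ex 480/Em 530) followed at 1 s/cycle for 100 cycles in TRHR-expressing cells.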
D2 antag – antagonizes the human D2 dopamine receptor; P14416; HEK293 TREx D2 cells, calcium flux, dopamine EC80; inhibition, % at 10 µM; 2% of 340,000 active; in the data active = inhibition above about 30%; also: 0% is about no effect
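Overnight-induced (tetracycline, 30 C) HEK293 T-REx cells carrying force-coupled D2 receive a no-wash calcium dye, then compound, then EC80 dopamine at 180 s; signals are read kinetically throughout.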
TRHR agonist – agonists of human TRH receptor; TRHR cells, calcium flux fluo-8, FDSS agonist mode; activation, % at 2 µM; 0.18% of 360,000 active; AID 493084; also: 0% is about no effect
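Fluo-8-loaded TRHR cells; 10 s baseline, compound added, kinetic Ca2+ fluorescence read 1/s, agonist mode.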
The depositor's hits bear a star; ? = inconclusive; nt = no result given. Rule as the data show it, unless noted: active = activation above about 30%; inactive = the rest. Rows are unselected. Share with any hit: about 7.1%.

entry	Molecule	D2 potentiator	D1 antag	D2 agonist	RXFP1 antag	D1 ag
1	CCOc1c2ccc(C(=O)NCc3ccco3)cc2nn1CCOC	-4.3	-27.8	-0.2	nt	1.3
2	OC(COCCC12CC3CC(CC(C3)C1)C2)CN1CCCC1 (centres undefined)	9.2	9.5	1.2	-6.1	12.9
3	Cc1cc(C)c(-c2c(O)c3cccc4c3n(c2=O)CCC4)c(C)c1	-7.7	7.0	0.9	8.4	0.9
4	Nc1cccc(Oc2c(F)c(F)c(Oc3cccc(N)c3)c(F)c2F)c1	-6.5	-19.0	nt	-30.9	3.8
5	CCNC(=O)NC(=O)C(C)OC(=O)Cc1coc2cc3c(cc12)CCC3 (centres undefined)	-11.4	11.2	-1.0	3.4	0.5
6	CC(C)n1c(SCC(=O)Nc2ccccc2)nc2c1c(=O)[nH]c(=O)n2C	-3.1	5.8	-0.5	3.3	1.9
7	Cc1cc(C)c(-n2[nH]nnc2=S)c(C)c1	4.8	-2.0	0.4	-3.6	1.1
8	CN(Cc1nc2ccccc2[nH]1)Cc1nc(CC2CC2)no1	0.8	-2.2	-0.4	2.8	-0.2

entry	D1 potentiator	TRHR enhancer	D2 antag	TRHR agonist
1	-9.9	-0.3	4.0	-0.2
2	-3.5	3.0	-2.8	1.3
3	-2.5	-1.0	-17.1	0.1
4	-6.9	1.1	-7.0	-0.5
5	-0.7	0.1	7.7	-1.4
6	1.2	0.4	-0.2	-0.5
7	1.9	15.1	-27.1	0.0
8	10.3	0.7	-9.5	-0.6

Further entries:
entry	Molecule	D2 potentiator	D1 antag	D2 agonist	RXFP1 antag	D1 ag
9	C/C(=C\c1ccccc1)CN1CCN(Cc2ccc(C)o2)C(CCO)C1 (centres undefined)	-23.4	-0.4	-0.2	11.0	2.3
10	COC(=O)CCC/C=C1/SCC(NC(=O)c2ccccc2)C1O (centres undefined)	8.5	11.8	0.4	5.6	1.5
11	O=C(CSc1ncn[nH]1)Nc1ccccc1Sc1ccc(Cl)cc1	4.1	10.5	-0.5	-3.7	8.5
12	CC(C)Cn1c(=O)c2sccc2n2c(CCCC(=O)NCc3ccccc3Cl)nnc12	-19.4	6.7	-0.8	-6.6	-0.2
13	CC(/C=N/n1c(-c2ccc(Cl)cc2)n[nH]c1=S)=C\c1ccco1	7.8	6.0	-0.1	-20.6	0.9
14	CC(=O)N(Cc1ccccc1)Cc1nc2sc(C)c(C)c2c(=O)[nH]1	13.6	-10.6	1.3	-2.6	1.8
15	COc1ccccc1-c1nnc(SCC(=O)Nc2c(Cl)cccc2Cl)o1	-10.1	4.7	-2.6	-1.4	3.6
16	COC(=O)N1CCN(c2ccc(Cl)c(Cl)c2)CC1	9.1	-5.7	-0.2	3.2	12.7

entry	D1 potentiator	TRHR enhancer	D2 antag	TRHR agonist
9	-3.8	-7.7	28.3	0.1
10	-4.2	4.2	-10.3	-0.1
11	-0.5	-3.6	2.6	0.5
12	-4.8	0.8	nt	-0.1
13	9.9	3.3	-10.8	-0.3
14	-5.4	-2.9	14.9	0.2
15	-3.0	-2.3	-8.3	-0.4
16	5.0	-1.6	9.1	0.1

Additional compounds.
entry	Molecule	D2 potentiator	D1 antag	D2 agonist	RXFP1 antag	D1 ag
17	CCOC(=O)CSc1nc2ccc(N)cc2s1	5.7	2.2	-0.1	-16.6	-1.4
18	COc1cc(NC(=O)c2cc(OC)c(OC)c(OC)c2)c(OC)cc1NC(=O)CN1CCCCC1	3.5	2.7	1.0	-7.3	4.4
19	Oc1ccc(Cl)cc1C1=Nc2ccccc2N=C(c2ccccc2)C1	-6.8	-6.3	-0.2	nt	4.8
20	CC1CC1C(=O)OCC(=O)Nc1ccc(N=Nc2ccccc2)cc1 (centres undefined)	1.7	12.9	-1.9	-23.9	2.0
21	COc1ccc([C@@H]2CC=C(C(=O)O)[C@H](c3ccc(Cl)cc3)N2S(=O)(=O)c2ccc(C)cc2)cc1OC	18.2	8.9	-0.2	nt	3.2
22	CCOc1ncccc1C(=O)OCc1ccccc1	2.9	-3.5	-0.1	0.2	6.9
23	NC(=O)c1cccnc1Oc1ccccc1	18.0	-9.6	0.6	-16.5	7.2
24	Cc1cc(/C=C2\Sc3ccccc3N2C)cc(C)[n+]1CC1CCCO1 (centres undefined)	-4.3	-11.3	4.1	-22.5	1.0

entry	D1 potentiator	TRHR enhancer	D2 antag	TRHR agonist
17	-4.3	2.7	-10.0	-0.9
18	-2.5	0.8	4.3	0.1
19	0.5	6.5	nt	-0.6
20	-9.1	3.4	-25.9	0.8
21	3.6	7.2	-8.6	-0.1
22	-3.5	-1.2	-1.9	-0.4
23	2.2	3.9	-5.7	0.4
24	-10.6	-3.0	-15.7	5.2

The list continues:
entry	Molecule	D2 potentiator	D1 antag	D2 agonist	RXFP1 antag	D1 ag
25	CCCSc1nnc2n(-c3ccccc3OC)c(=O)c3c4c(sc3n12)CCC4	-2.2	8.4	0.3	-0.2	1.2
26	COc1cc(Cl)ccc1OCc1cc(C(=O)NCc2cc(C(C)C)no2)no1	11.0	-17.9	0.5	-26.6	3.1
27	COc1ccccc1N1CCN(C(=O)CCc2ccc(S(=O)(=O)NCC(C)C)cc2)CC1	8.5	0.3	0.4	3.5	2.3
28	CCOc1ccc2nc(-c3cc(NC(C)=O)ccc3O)sc2c1	14.2	-15.2	0.1	-0.9	4.6
29	CC(C)c1onc(C(=O)NCc2cccs2)c1[N+](=O)[O-]	nt	-7.5	nt	-8.3	1.0
30	Cc1ccc(N(CC(=O)N2CCN(c3cc(C)ccc3C)CC2)S(=O)(=O)c2c(C)nn(C)c2C)cc1	-5.8	-11.8	-0.8	nt	-0.5
31	CCSc1nc(=S)n(-c2ccccc2)c(C)c1C(C)=O	-6.7	-15.8	0.3	-0.9	2.4
32	CS(=O)(=O)N(Cc1ccc(Cl)cc1)c1ccc(C(=O)Nc2cccnc2)cc1	-4.1	-38.2*	2.1	-1.2	15.7

entry	D1 potentiator	TRHR enhancer	D2 antag	TRHR agonist
25	2.1	-20.7	-5.5	0.3
26	-7.0	-2.3	6.5	2.3
27	-5.6	-3.8	-8.3	-0.5
28	1.9	-13.1	2.4	0.1
29	-0.8	2.2	nt	-0.2
30	-0.1	-7.9	nt	0.4
31	4.2	2.1	6.9	-0.2
32	-9.8	19.3	-4.4	1.4

3 of the entries above in order of their number in TRHR enhancer, highest first.
cpd | canonical_smiles | D2 potentiator | D1 antag | RXFP1 antag | D1 ag | D1 potentiator | TRHR enhancer | D2 antag | TRHR agonist
7 | Cc1cc(C)c(-n2[nH]nnc2=S)c(C)c1 | 4.8 | -2.0 | -3.6 | 1.1 | 1.9 | 15.1 | -27.1 | 0.0
29 | CC(C)c1onc(C(=O)NCc2cccs2)c1[N+](=O)[O-] | nt | -7.5 | -8.3 | 1.0 | -0.8 | 2.2 | nt | -0.2
11 | O=C(CSc1ncn[nH]1)Nc1ccccc1Sc1ccc(Cl)cc1 | 4.1 | 10.5 | -3.7 | 8.5 | -0.5 | -3.6 | 2.6 | 0.5

Copied from the list.
RXFP1 antag with compound 26 = -26.6
D1 antag with compound 18 = 2.7

Additional results follow:
entry	Molecule	D2 potentiator	D1 antag	D2 agonist	RXFP1 antag	D1 ag
33	Cc1ccccc1OCC(=O)Nc1c(C)ccc2nsnc12	16.9	6.0	-0.2	-0.5	-0.7
34	COc1cccc(SCc2noc(C(=O)NC(C)C)c2C(=O)O)c1	-4.8	14.4	-0.3	nt	3.2
35	N#C/C(=C\c1ccc(OCc2cccc(C(=O)O)c2)cc1)C(=O)NCc1ccco1	4.5	-1.0	-1.2	-12.1	-0.3
36	Cc1ccc(S(=O)(=O)N2CCCC(C(=O)Nc3ccc(C(=O)O)cc3)C2)cc1Cl (centres undefined)	4.1	-33.1*	-4.0	12.9	2.2
37	CCc1ccc(N2CC(C(=O)NCc3ccco3)CC2=O)cc1 (centres undefined)	1.1	4.2	-0.9	-13.4	-0.3
38	COc1ccccc1OCc1nnc(SCC(=O)Nc2ccc(N3CCOCC3)cc2)n1C	nt	4.7	nt	6.1	0.0
39	O=C(/C=C/c1ccc(Cl)cc1)NCCN1CCOCC1	9.3	6.1	0.2	-10.6	0.6
40	CCc1ccc(CN2CCCC(CNC(=O)c3cc(OC)cc(OC)c3)C2)cc1 (centres undefined)	-21.3	-36.8*	-0.9	2.7	8.8

entry	D1 potentiator	TRHR enhancer	D2 antag	TRHR agonist
33	-2.1	-5.0	nt	-1.6
34	-3.3	-3.7	-10.4	1.1
35	-1.9	0.4	2.3	0.2
36	-11.6	-1.8	0.5	0.1
37	-11.2	4.5	-5.7	-0.1
38	nt	-6.2	nt	1.5
39	-1.2	-0.9	7.1	0.3
40	-0.4	-4.1	27.5	0.2

Carrying on:
entry	Molecule	D2 potentiator	D1 antag	D2 agonist	RXFP1 antag	D1 ag
41	CCCCCC(=O)Nc1ccc(S(=O)(=O)Nc2ccc(Cl)nn2)cc1	-2.8	-0.6	0.4	?	0.5
42	Cn1cc(C=O)c2cc(S(=O)(=O)N3CCOCC3)ccc21	nt	11.4	nt	-7.8	2.7
43	O=C(CO/N=C/c1ccccc1OC(F)F)NC1CCCC1	10.7	4.5	-0.6	-8.9	0.5
44	COc1cc(CCC(O)CC(=O)CCc2ccccc2)ccc1O (centres undefined)	18.3	3.3	0.5	nt	1.4
45	CCC(C)Sc1nc2c(cnn2-c2ccccc2)c(=O)[nH]1 (centres undefined)	18.8	-0.3	-2.2	nt	2.1
46	Cc1ccccc1N1C(=O)c2cccc([N+](=O)[O-])c2C1=O	-3.4	-2.7	-0.3	-11.8	0.3
47	O=C(CN1CCN(C(=O)c2ccco2)CC1)Nc1cccc(S(=O)(=O)N2CCCC2)c1	2.2	-19.1	29.6	5.4	5.4
48	Clc1ccc(CN2CCN(c3ncnc4scc(-c5cccs5)c34)CC2)cc1	-13.5	41.5	-0.3	-4.1	5.4

entry	D1 potentiator	TRHR enhancer	D2 antag	TRHR agonist
41	2.1	-1.7	1.2	0.3
42	2.4	-0.4	nt	0.8
43	-3.8	-3.9	-1.5	-0.3
44	-4.5	2.7	-3.6	-0.4
45	4.5	1.7	5.3	0.1
46	1.5	0.7	0.1	-0.4
47	nt	1.5	13.3	-0.1
48	12.6	2.7	-7.1	0.5

Next structures follow:
entry	Molecule	D2 potentiator	D1 antag	D2 agonist	RXFP1 antag	D1 ag
49	CN1CCc2c(sc(NC(=O)c3cc4cc([N+](=O)[O-])ccc4s3)c2C(N)=O)C1	-6.1	2.7	2.2	nt	3.5
50	COC(=O)c1cn(Cc2ccc(C(F)(F)F)cc2)cc(F)c1=O	-6.6	-30.9*	0.6	8.6	0.2
51	O=C(c1cc(-c2ccccc2)on1)N1CCCc2ccccc21	-2.0	-15.1	-0.1	-12.1	7.6
52	Cn1c(=O)c2c(nc(CN3CCOCC3)n2CCCc2ccccc2)n(C)c1=O	9.5	-2.4	-1.0	-1.6	4.1
53	Cc1ccc(CN2CCN(Cc3ccc(Oc4ncccn4)cc3)CC2CCO)cc1 (centres undefined)	-14.1	3.8	0.4	0.4	2.8

entry	D1 potentiator	TRHR enhancer	D2 antag	TRHR agonist
49	-1.1	-2.9	-0.4	0.3
50	-7.5	-7.9	-13.5	0.2
51	-3.9	-4.1	-5.0	-0.6
52	-2.5	-10.0	-3.0	-1.2
53	-2.8	-4.9	0.8	0.3

Bioassay records deposited in PubChem by National Center for Advancing Translational Sciences (NCATS).
